TRb-SRC2 inh = disrupts binding of human TR beta to SRC2; P10828; 0.065% of 280,000 active; TRbeta-SRC2 peptide binding, fluorescence polarization; receptor liganded with 1 µM T3; Potency, µM (series often up to 106 µM), inactives show at the highest dose activity change, negative = inhibition, actives largely listed as inhibitors; AID 1469;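 further: plate controls were bound peptide for no effect and peptide without receptor for full effect; nearly all actives have a fitted effect of over 50% in size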
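Fluorescence polarization of 20 nM Texas Red SRC2 peptide with 0.6 uM human TRb ligand-binding domain, in Tris buffer with 1uM T3 and 5% DMSO. Incubated 5 hr ambient; normalized to unbound and bound controls.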
aGal spleen mod = alpha-galactosidase A (human) modulation; AID 2107; 0.008% of 240,000 active; human spleen homogenate, 4MU-alpha-Gal fluorescence, 40 min; Potency, µM (series often up to 80 µM), for inactives: at the highest dose activity change, negative = inhibition, usual class: inhibitors;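 further: 0% = enzyme with vehicle and -100% = no enzyme basal signal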
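Spleen homogenate 1 ug + cpd (titration) + 4-MU-alpha-D-galactopyranoside 1 mM; 37C 40 min; 50 mM citrate/phosphate pH 5.0, 0.01% Tween-20; stop pH 10; fluorescence 365/440; AC50 via Hill.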
Tau FP inhib = tau fibrillization inhibition (FP) | Potency, µM (top dose mostly 57.7 µM), without a hit: at the highest dose activity, negative = inhibition, hits mostly inhibitors | K18 P301L tau heparin fibrillization, Alexa594 FP, 6 h | 0.39% of 280,000 active | P10636; further: nearly all actives have a fitted effect of over 55% in size
Target sequence (P10636 561-689 P618L limits assumed): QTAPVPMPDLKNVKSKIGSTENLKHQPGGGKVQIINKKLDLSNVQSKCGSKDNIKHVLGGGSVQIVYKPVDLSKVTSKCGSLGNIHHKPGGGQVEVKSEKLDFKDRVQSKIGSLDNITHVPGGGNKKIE
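Steps: dispense K18 P301L tau (15 uM plus 0.24 uM Alexa 594 tracer, final) in pH 7 sodium acetate; add compound; add heparin (20 uM final); incubate 6 hr, 37 C; add ThT (30 uM final); after 1 hr ambient, read FP.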
Tau fluor cs = counter-screen for tau fibril formation inhibitors | Potency, µM (series often up to 57.7 µM), for inactives: at the highest dose activity change, negative = decrease | 0.93% of 280,000 active | tau K18 P301L Alexa594 fluorescence, heparin fibrillization; further: nearly all actives have a fitted effect of over 55% in size
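Human tau K18 P301L (15 uM unlabeled, 0.24 uM Alexa 594-labeled) in 100 mM sodium acetate pH 7 with 20 uM heparin, 6 hr at 37 C. ThT 30 uM added, 1 hr ambient; Alexa 594 FP and total fluorescence read at 555/632 nm.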
TexasRed fluor = alters Texas Red total fluorescence, flagging assay interference; Potency, µM (titrated, usually from 106 µM), for the others: at the highest dose fluorescence change, negative = quenching; 0.29% of 280,000 active; TRb/SRC2 Texas Red total fluorescence interference; active means well fitted curve in either direction with a large enough effect; inconclusive means small, poorly fitted or top-dose-only effect
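Human TRb ligand-binding domain at 0.6 uM with 20 nM Texas Red SRC2 peptide in Tris buffer containing 1 uM T3 and 5% DMSO, incubated with compound 5 h at ambient temperature. Total fluorescence (555/632 nm) calculated as parallel + 2 × perpendicular.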
ALDH1A1 block = inhibitors of human aldehyde dehydrogenase 1A1 | Purified ALDH1A1, NADH fluorescence, propionaldehyde substrate | Potency, µM (titrated, usually from 75.3 µM), for the others: at the highest dose activity, negative = inhibition, actives largely listed as inhibitors | 7.3% of 220,000 active | AID 1030; active means well fitted inhibition curve with a large enough effect, not every such curve was filed as active; inconclusive means small, poorly fitted or top-dose-only effect, or another doubt; inactive means no such curve, though single readings can be large or run the other way;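 further: plate controls were no enzyme wells and a reference inhibitor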
L3MBTL1 block = L3MBTL1 (human) inhibition; AID 485360; Potency, µM (doses to about 57.1 µM), for the others: top-dose activity, negative = inhibition, usual class: inhibitors; 0.66% of 230,000 active; AlphaScreen L3MBTL1–H3K9me1 peptide binding; further: nearly all actives have a fitted effect of over 60% in size
Target sequence (Q9Y468 whole entry, looked up): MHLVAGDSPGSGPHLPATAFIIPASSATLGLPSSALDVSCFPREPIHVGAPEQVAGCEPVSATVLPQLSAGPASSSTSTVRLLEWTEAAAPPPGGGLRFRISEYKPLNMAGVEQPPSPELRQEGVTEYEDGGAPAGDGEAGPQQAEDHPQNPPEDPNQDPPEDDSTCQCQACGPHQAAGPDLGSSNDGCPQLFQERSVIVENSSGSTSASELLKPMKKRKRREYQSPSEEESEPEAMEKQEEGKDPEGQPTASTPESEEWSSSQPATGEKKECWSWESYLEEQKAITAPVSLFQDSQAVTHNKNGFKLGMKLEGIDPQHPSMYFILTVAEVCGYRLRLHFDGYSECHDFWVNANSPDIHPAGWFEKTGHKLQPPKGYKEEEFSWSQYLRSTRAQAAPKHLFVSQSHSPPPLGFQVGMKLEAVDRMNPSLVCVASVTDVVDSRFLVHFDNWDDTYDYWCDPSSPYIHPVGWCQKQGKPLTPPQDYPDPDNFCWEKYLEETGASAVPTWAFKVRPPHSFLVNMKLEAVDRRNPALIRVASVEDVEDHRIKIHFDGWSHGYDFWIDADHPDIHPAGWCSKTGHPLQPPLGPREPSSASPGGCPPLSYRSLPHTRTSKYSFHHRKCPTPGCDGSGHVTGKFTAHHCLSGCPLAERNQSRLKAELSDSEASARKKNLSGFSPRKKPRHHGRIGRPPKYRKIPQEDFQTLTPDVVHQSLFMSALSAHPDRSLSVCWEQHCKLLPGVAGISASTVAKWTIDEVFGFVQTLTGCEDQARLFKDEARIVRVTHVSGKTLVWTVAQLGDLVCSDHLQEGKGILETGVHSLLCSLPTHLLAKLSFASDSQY
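Read-out is AlphaScreen signal from streptavidin donor and nickel chelate acceptor beads (10 ug/mL final each) bridging L3MBTL1 (50 nM) and biotinylated K9-monomethylated H3(1-15) peptide (75 nM), after 30 min compound exposure at room temperature.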
Tau ThT inhib = blocks human tau fibril formation measured by thioflavin T. recombinant tau K18 P301L, heparin-induced fibrillization, ThT fluorescence. 2.1% of 270,000 active. P10636. AID 1460. Potency, µM (top dose mostly 57.4 µM), for inactives: at the top dose activity, negative = inhibition, hits mostly inhibitors; further: nearly all actives have a fitted effect of over 55% in size
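Fibril formation assay: tau K18 P301L at 15 uM with trace Alexa 594 label, heparin inducer 20 uM, pH 7 sodium acetate buffer, 37 C for 6 hr; endpoint ThT signal.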
Starred values were filed as active, the others as inactive; ? = inconclusive; . = not tested or not shown; & = joins results of further samples; [ ] = dose if it differs, or a comment. Unless noted, the call rests on the fitted dose curve; in most records, active means well fitted curve in the direction sought with a large enough effect; inconclusive means small, poorly fitted or top-dose-only effect, or another doubt; inactive means no such curve, though single readings can be large; an effect the other way counts as inactive or inconclusive. Unless noted, on the % scale 0 is the no-effect control and ±100 the full control effect; potency means the concentration at half of the fitted maximal effect.

SMILES | TRb-SRC2 inh | aGal spleen mod | Tau FP inhib | Tau fluor cs | TexasRed fluor | ALDH1A1 block | L3MBTL1 block | Tau ThT inhib
Cc1cccc(NC(=O)CSc2nc3c(oc4ccccc43)c(=O)n2C(C)C)c1 | -1% | . | ? | -26% | 4% | . | . | 0%
O=C(Nc1ccc2c(c1)OCO2)C1CCCN1C(=O)NCc1ccccc1 (stereo unspecified) | 6% | 12% | 3% | -3% | 4% | 3% | -2% | -5%
O=C(CCC1CCCCC1)Nc1ccc(C(=O)c2ccncc2)cc1 | 7% | 8% | 8% | -24% | -4% | ? | -7% | -11%
COc1cc(-c2cc(C(=O)NN3CCN(C)CC3)c3ccccc3n2)cc(OC)c1OC | 7% | 1% | 4% | 3% | 0% | ? | ? | 10%
COc1ccc(OCC(=O)Nc2nc3ccccc3[nH]2)cc1 | 3% | 18% | 2% | -14% | -3% | 7% | . | ?
CC(C)(C)OC(=O)N1CCC(c2c(C(=O)NCCN3CCOCC3)cnn2-c2ccccc2)CC1 | 2% | . | -5% | 8% | 1% | . | . | 8%
O=C(O)c1ccc(/C=N\Nc2ccc(S(=O)(=O)N3CCOCC3)cc2[N+](=O)[O-])cc1 | 1% | -6% | 3% | -20% | -6% | . | -1% | ?
COC(=O)Nc1ccc(S(=O)(=O)N2CCCC(C(=O)Nc3cccnc3)C2)cc1 (stereo unspecified) | 0% | -1% | -8% | -7% | -1% | -1% | . | 0%
Cc1ccc(/C=N\NC(=O)Cn2nnc3ccccc32)o1 | 0% | -5% | -4% | -12% | -4% | ? | . | -11%
Cc1ccc(-c2nnc(CSc3nc(C(C)C)nc4sc(C)c(C)c34)o2)cc1 | -3% | 6% | 17% | 6% | -3% | -1% | -6% | 8%
CCOc1ccc(CCNC(=O)c2cn(CC)c3ccc(S(=O)(=O)N4CCCCCC4)cc3c2=O)cc1OCC | -6% | . | 5% | -21% | -1% | . | . | -18%
Cc1ccc(-n2ncc3c(=O)n(CC#N)cnc32)cc1 | -6% | -3% | 7% | -1% | -6% | ? | -1% | -4%
COc1cccc(CNC(=O)C(NS(=O)(=O)c2ccc3c(c2)CCN3C(C)=O)C(C)C)c1 (stereo unspecified) | -13% | . | -5% | -8% | 1% | . | . | -1%
O=C(CSc1cnc2ccccc2n1)NC1CCCC1 | 4% | 7% | 8% | 1% | -2% | 1% | . | -2%
CCN1CCCC1CNC(=O)c1cn(C)c2ccc(S(=O)(=O)N3CCCCCC3)cc2c1=O (stereo unspecified) | -4% | -8% | 1% | 2% | 1% | -5% | -5% | -2%

Among those listed so far, 2 contain a furan ring, fused or not.
SMILES | TRb-SRC2 inh | aGal spleen mod | Tau FP inhib | Tau fluor cs | TexasRed fluor | ALDH1A1 block | L3MBTL1 block | Tau ThT inhib
Cc1cccc(NC(=O)CSc2nc3c(oc4ccccc43)c(=O)n2C(C)C)c1 | -1% | . | ? | -26% | 4% | . | . | 0%
Cc1ccc(/C=N\NC(=O)Cn2nnc3ccccc32)o1 | 0% | -5% | -4% | -12% | -4% | ? | . | -11%

Limited to TexasRed fluor and aGal spleen mod, for some of the entries so far:
structure	TexasRed fluor	aGal spleen mod
Cc1cccc(NC(=O)CSc2nc3c(oc4ccccc43)c(=O)n2C(C)C)c1	4%	.
COC(=O)Nc1ccc(S(=O)(=O)N2CCCC(C(=O)Nc3cccnc3)C2)cc1 (stereo unspecified)	-1%	-1%
COc1cccc(CNC(=O)C(NS(=O)(=O)c2ccc3c(c2)CCN3C(C)=O)C(C)C)c1 (stereo unspecified)	1%	.
COc1ccc(OCC(=O)Nc2nc3ccccc3[nH]2)cc1	-3%	18%

Remaining list, next part
SMILES | TRb-SRC2 inh | aGal spleen mod | Tau FP inhib | Tau fluor cs | TexasRed fluor | ALDH1A1 block | L3MBTL1 block | Tau ThT inhib
O=C(c1cnn2ccccc12)N(Cc1ccco1)C1CCCC1 | -1% | -2% | 3% | 4% | -2% | ? | 2% | 2%
N#Cc1cccc(-c2cn(S(=O)(=O)c3ccc(Cl)cc3)nc2N)c1 | 4% | 1% | ? | ? | -5% | -2% | -10% | 3%
CCC(C)C(=O)Nc1ccc(OC)cc1OC (stereo unspecified) | -3% | 4% | 7% | -11% | -8% | 8% | . | -10%
Cc1ccc(NC(=O)C2CCN(S(=O)(=O)c3ccc4c(c3)CCCC(=O)N4)CC2)c(Cl)c1 | -5% | . | -5% | -8% | 0% | . | . | 0%
CCc1ccc(NS(=O)(=O)c2cccs2)cc1 | -11% | -3% | 2% | -1% | 1% | 1% | 7% | 3%
Cc1oc2ncnc(N3CCCCC3)c2c1C(=O)Nc1cccc(Cl)c1C | 1% | . | 4% | -4% | -42% | . | . | -4%
Cc1cc(C)c(S(=O)(=O)NCc2cn3c(C)csc3n2)cc1C | -21% | -3% | ? | -17% | 4% | -9% | 33%[activator] | -7%
CC(=O)Oc1cccc2c1C(=O)c1c(OC(C)=O)cc(C(=O)O)cc1C2=O | -2%&1% | -1%&20% | 1%&1% | -1%&-11% | -2%&-3% | ? | -22% | ?
O=C(O)c1c2ccccc2cc2ccccc12 | 3%&3% | ? | -6%&3% | -8%&-4% | -2%&1% | ? | . | -6%&-9%
O=C(CN1C(=O)COc2ccccc21)NCCc1ccc(Cl)cc1 | 6% | . | -1% | -3% | 0% | . | . | 10%
COc1ccc(CCN=C(N)NS(=O)(=O)c2ccc(OC)cc2)cc1 | -11% | 3% | 11% | -7% | -1% | ? | 5% | -3%
N#Cc1cc(-c2ccccc2)cnc1Sc1ccccc1 | 3% | 11% | -13% | -26% | 0% | ? | 82%[activator] | -2%
CC/C(C)=N\Nc1nc(-c2cc3cc(OC)ccc3oc2=O)cs1 | -4% | 27% | ? | 18µM*[quencher] | -11% | . | 24% | 22µM*
O=C(N/N=C/c1c[nH]c2ccccc12)c1cc(-c2ccccc2)n[nH]1 | 6%[53 µM] | 18% | 15% | 25µM*[quencher] | -7%[53 µM] | 0% | -12% | ?
N#Cc1c(-c2ccccc2)nc(SCc2nc(N)nc(N3CCCCC3)n2)[nH]c1=O | -9% | 7% | -2% | -2% | 0% | -5% | -4% | -6%
COc1ccccc1NC(=O)c1ccc2[nH]c(C)cc(=O)c2c1 | -1% | . | 5% | 0% | -1% | . | . | -3%
Cn1c(=O)c2cn(-c3ccc4c(c3)OCCO4)cc2n(C)c1=O | -11% | 18% | -5% | -9% | -3% | ? | . | ?
Cc1ccc(NC2CC(=O)N(Cc3ccccc3)C2=O)cc1 (stereo unspecified) | 0% | 7% | 7% | -23% | 0% | ? | . | -20%
Cc1ccc(-n2nc(C)c3c(C)cc(=O)n(CC(=O)Nc4ccc(C(C)C)cc4)c32)cc1 | 0% | . | 2% | 12% | 4% | . | . | 20%
COc1ccccc1C1CC(c2c(-c3ccccc3)c3cc(Cl)ccc3[nH]c2=O)=NN1S(C)(=O)=O (stereo unspecified) | -5% | 6% | -14% | ? | 1% | ? | -7% | -11%
Cc1ccc(C)c(N2CCN(C(=O)c3ccc(Cn4c(=S)[nH]c5ccc(N6CCOCC6)cc5c4=O)cc3)CC2)c1 | 8% | 0% | ? | ? | -2% | ? | -5% | -7%
COc1cc(C2CC(=O)Nc3c2c(=O)[nH]c2ncnn32)ccc1O (stereo unspecified) | -4% | . | 2% | -14% | 0% | . | . | -9%
O=C(CSCc1ccc([N+](=O)[O-])cc1)Nc1ccc(S(=O)(=O)N2CCCCCC2)cc1 | 4% | 1% | -10% | ? | -2% | ? | -14% | -7%
Cc1cccc(OCC(=O)N(Cc2sccc2C)C2CCS(=O)(=O)C2)c1 (stereo unspecified) | -1% | . | ? | -18% | -16% | . | . | -9%
COc1ccccc1-c1nc2c(c(SCc3ccc(F)cc3Cl)n1)Cc1c(CO)cnc(C)c1O2 | -4% | . | 10% | 4% | -3% | . | . | 0%
C=CCOC(=O)CSCC(NC(=O)OC(C)(C)C)C(=O)OCC (stereo unspecified) | -1% | 14% | -8% | -5% | -5% | 0% | 7% | -3%
O=C(COC(=O)c1cccc([N+](=O)[O-])c1)c1ccc(OCc2ccccc2)cc1 | 4% | 1% | 1% | ? | -2% | 14µM* | 2% | ?
CCn1cc(C(=O)OCC(=O)c2cc(C)n(-c3cccc(C(F)(F)F)c3)c2C)c(=O)c2ccc(C)nc21 | -7% | 7% | -1% | -3% | -1% | -5% | -34% | 3%
O=C(Nc1ccc(N2CCC(c3ccccc3)C2)c(C(=O)O)c1)c1ccc(Cl)cc1 (stereo unspecified) | -5% | . | -1% | -27% | 3% | . | . | ?
CCC1=C2CC[C@H]3C(=O)N(CC)C(=O)[C@H]3[C@H]2[C@@]2(Cc3ccccc3)C(=O)N(CC3CC3)C(=O)N2C1=O | 1% | -14% | 7% | 2% | -2% | 0% | . | -5%
CCOc1ccc(Nc2nc3c(c(=O)[nH]2)CCC3)cc1 | 9% | -1% | 13% | -18% | 1% | -4% | 5% | ?
Cc1nc2ccc(S(=O)(=O)N(CC(=O)Nc3ccc(F)cc3F)Cc3ccccc3)cc2s1 | 4% | . | 2% | -14% | 0% | . | . | 4%
Cc1ccc(N2CCN(C(=O)c3ccc(Nc4nc5ccccc5n5nnnc45)cc3)CC2)c(C)c1 | -4% | . | -3% | -20% | 0% | . | . | -8%
Cc1ccc(S(=O)(=O)CC(=O)N2CCCCCC2)cc1 | -6% | -3% | 0% | 4% | 0% | ? | 16% | -2%
COCCCn1c(SCC(=O)c2ccccc2)nc2ccccc2c1=O | -2% | 2% | -2% | -17% | 0% | ? | 17% | -15%
CCc1ccc(CNC(=O)c2cnc3sc(N4CCOCC4)nn3c2=O)cc1 | -1% | . | -1% | -7% | -1% | . | . | 0%
CC(=O)NS(=O)(=O)c1ccc(NC(=O)/C=C/c2cn(-c3ccccc3)nc2-c2ccccc2)cc1 | 13% | 2% | -11% | ? | -4% | 11% | 0% | -11%
O=c1c(C=Nc2cccc(C(F)(F)F)c2)c[nH]n1-c1cccc(Cl)n1 | -2% | 1% | -4% | -13% | 2% | 4% | 5% | ?
COc1cccc(C2CCCCN(C)C2=O)c1 (stereo unspecified) | 5% | 1% | 4% | -2% | 0% | 6% | 9% | -4%
O=Cc1ccc(Oc2ncccn2)cc1 | 3% | 0% | 3% | -2% | 1% | ? | . | -1%

Screening results as filed in PubChem BioAssay.
